# hiPSC survival: enhancers of single-cell hiPSC survival, primary screen, ATPlite luminescence | 360,000 tested, 0.044% active | 100% = ROCK inhibitor wells, 0% = DMSO | survival enhancement, % at 20 µM | AID 602274, 2012; in the data active = survival enhancement above about 18%;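 also: cells exposed to compounds for 16 hours before the ATP read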
# Granule exo inh: LAMP-1 surface exposure blockers, TALL-104 cells – cell-based, flow cytometry, MLPCN library, primary screen. TALL-104 LAMP-1 surface exposure; cells stimulated with thapsigargin and PMA. inhibition, % at 10 µM. 360,000 tested, 0.66% active. AID 651702, 2012;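 active = inhibition above about 55%, limit read from the data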
# MC4R antagonist: MC4R antagonists of cAMP signaling, primary screen, cell-based, TR-FRET, antagonist arm of biased-ligand search | AID 540295, 2011 | inhibition, % at 6.5 µM | Melanocortin receptor 4 (Homo sapiens), P32245 | MC4R-expressing cells, MTII-stimulated cAMP, LANCE TR-FRET | 360,000 tested, 0.48% active;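 active = inhibition above its plate's cutoff, the mean of tested wells on that plate plus 3 SD, cut at about 29% in these data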;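 also: 0% = Melanotan II alone and 100% = Melanotan II plus saturating MCL0020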
# Target sequence (P32245 whole entry, looked up): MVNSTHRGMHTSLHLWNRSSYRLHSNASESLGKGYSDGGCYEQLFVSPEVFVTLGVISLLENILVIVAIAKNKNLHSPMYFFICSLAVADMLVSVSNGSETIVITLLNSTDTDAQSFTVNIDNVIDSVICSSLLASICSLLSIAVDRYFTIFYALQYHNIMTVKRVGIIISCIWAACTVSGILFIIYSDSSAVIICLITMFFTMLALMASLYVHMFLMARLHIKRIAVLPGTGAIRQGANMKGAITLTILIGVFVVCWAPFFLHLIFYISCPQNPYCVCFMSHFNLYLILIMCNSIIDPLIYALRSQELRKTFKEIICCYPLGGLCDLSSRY
#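 Assay system: human MC4R-expressing U2OS cells; reagent: Melanotan II stimulation of cells; dosing: 6.5 µM single dose; timing: compound 30 min, challenge 1 h, detection 1 h; signal: TR-FRET cAMP assay; replicates: one well per compound, no replicates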
# H9c2 protect: cardioprotection against H2O2-induced cell death, primary screen, uHTS, H9c2 cells, ATPLite luminescence; 360,000 tested, 0.63% active; H9c2 cardiomyocytes, H2O2 injury protection, 2 h; protection from H2O2 cell death, % at 20 µM;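 active = compounds giving at least 50% protection of heart cells from peroxide-induced death in the single-dose screen, raw or plate-pattern-corrected value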;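 also: 0% = DMSO wells with peroxide and 100% = DMSO wells without peroxide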
# aDG glyco up: activators of alpha-DG glycosylation, primary screen, uHTS, Pro5-aDG cells, AlphaScreen; 360,000 tested, 0.22% active; activation, % at 10 µM; alpha-DG glycosylation AlphaScreen (IIH6); 0% Pro5, 100% B10-LARGE cell signal;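 active = activation of at least 8% versus controls, or a plate z-score of at least 8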;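 also: Pro5 are CHO cells carrying HIG-tagged alpha-DG that lacks glycosylation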
# MC4R barr agon: MC4R agonists recruiting beta-arrestin, primary screen, cell-based, luminescence, agonist arm of biased-ligand search | activation, % at 8.9 µM | U2OS MC4R beta-arrestin complementation; percent of melanotan II response, DMSO zero | 360,000 tested, 0.98% active | Melanocortin receptor 4 (Homo sapiens), P32245;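 active = activation above a per-plate cutoff, the mean activation of sample wells on that plate plus 3 SD, cut at about 8% in these data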
# ABHD5 PLIN5 PPI: ABHD5-PLIN5 interaction inhibitors, primary screen, cell lysate, split luciferase complementation, luminescence | Perilipin-5 (Homo sapiens) + 1-acylglycerol-3-phosphate O-acyltransferase ABHD5 (Homo … | Split G. princeps luciferase complementation, 4 h | inhibition, % at 4 µM | 360,000 tested, 0.78% active;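 active = inhibition above the mean inhibition across every tested compound plus 3 SD, cut at about 22% in these data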;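 also: 0% = DMSO only wells and the 100% control is not disclosed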
# Glyco luc inh: increase of ERlucT glycosylation luciferase signal, primary screen, N-linked glycosylation inhibitor project, D54 ERlucT cells, luminescence, set 2. D54 ERlucT glycosylation luciferase reporter, 24 h; percent of 100 nM tunicamycin response. reporter increase, % at 12.5 µM. 360,000 tested, 0.23% active. AID 588692, 2011;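 active = mean luciferase reporter signal, scaled so untreated is 0 and the glycosylation-blocking control 100, at or above a set limit in every replicate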;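 also: luciferase carries N-glycosylation sites so blocking glycosylation raises the light; 0% = median of neutral control wells and 100% = median of 100 nM tunicamycin wells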
# ABCB6 inh 2: ABCB6 transporter inhibitors, primary screen, K562-ABCB6 cells, flow cytometry, MLPCN library; AID 602162, 2011; K562-ABCB6 porphyrin accumulation, 1 h; stronger effect = lower value; 360,000 tested, 0.19% active; fluorescence ratio to DMSO, % at 10 µM;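 active = fluorescence ratio to DMSO below 75%, the collection mean minus 3 SD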;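 also: signal is porphyrin accumulated inside mitochondria; 100% equals median channel fluorescence of DMSO control wells; lower ratio means ABCB6 inhibition with less porphyrin fluorescence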
# m5-HT2A agonist: mouse Htr2a agonists via beta-arrestin recruitment, primary screen, cell-based, luminescence. 5-hydroxytryptamine receptor 2A (Mus musculus), P35363. activation, % at 7.6 µM. AID 624169, 2012. 360,000 tested, 0.66% active. CHO-K1 mHTR2A beta-arrestin complementation; percent of 30 µM serotonin response;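 active = activation above a run cutoff, the mean activation of all tested compounds plus 3 SD, cut at about 14% in these data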;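 also: 0% = plate median of compound wells and 100% = 30 µM serotonin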
# Target sequence (P35363 whole entry, looked up): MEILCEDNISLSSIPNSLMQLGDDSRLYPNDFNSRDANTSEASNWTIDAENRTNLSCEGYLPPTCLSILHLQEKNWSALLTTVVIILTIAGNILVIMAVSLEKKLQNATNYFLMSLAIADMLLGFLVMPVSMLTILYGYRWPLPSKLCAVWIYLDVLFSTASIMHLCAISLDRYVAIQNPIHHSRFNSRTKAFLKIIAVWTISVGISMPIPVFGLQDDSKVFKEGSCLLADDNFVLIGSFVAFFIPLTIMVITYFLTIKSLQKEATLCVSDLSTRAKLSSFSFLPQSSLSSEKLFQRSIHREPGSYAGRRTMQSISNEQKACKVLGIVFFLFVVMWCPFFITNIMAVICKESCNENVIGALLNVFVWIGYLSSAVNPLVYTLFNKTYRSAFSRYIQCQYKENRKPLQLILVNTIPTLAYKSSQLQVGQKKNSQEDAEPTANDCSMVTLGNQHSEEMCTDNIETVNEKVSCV
# * = called active by the depositor; . = not tested or not shown.
SMILES,hiPSC survival,Granule exo inh,MC4R antagonist,H9c2 protect,aDG glyco up,MC4R barr agon,ABHD5 PLIN5 PPI,Glyco luc inh,ABCB6 inh 2,m5-HT2A agonist
COc1ccc(CC(=O)Nc2ccc(S(=O)(=O)N3CCCCC3)cc2)cc1OC,-0.3,11,3,-1,-0.2,0.6,6,-2,91,2
O=C(Cn1ncc2c(=O)oc3ccccc3c21)N1CCN(C(=O)c2ccco2)CC1,-1.7,2,8,12,0.0,0.1,4,-2,92,1
Cc1cc(NS(=O)(=O)c2ccc(NC(=O)c3ccc(F)cc3)cc2)nc(C)n1,0.0,3,7,-6,-0.1,0.1,5,0,91,7
CCN(CC)S(=O)(=O)c1ccc2oc(C(=O)NC3CCCc4ccccc43)c(C)c2c1 (stereo unspecified),-0.3,2,11,-5,0.0,0.8,-1,-6,101,-2
O=C(Nc1ccc(F)c(F)c1)c1cc(S(=O)(=O)N2CCN(c3ccccn3)CC2)ccc1F,1.6,5,-2,-8,1.3,2.3,5,-4,90,-1
CC1=C(C(=O)N(C(C)C)C(C)C)CC(CC(=O)NC2CCCC2)C(=O)N1Cc1ccc(F)cc1 (stereo unspecified),2.6,4,.,3,0.0,.,-4,0,96,-1
O=C(CSC(=S)N1CCCC1)N1CCN(S(=O)(=O)c2cccc([N+](=O)[O-])c2)CC1,0.2,-9,0,4,-0.1,-1.8,5,4,97,-2
CC(C)(C)c1ccc(C(=O)Nc2ccc(Oc3cccnc3)nc2)cc1,1.3,23,10,-13,0.8,-2.1,-5,-2,95,-1
CCOC(=O)N1CCN(C(=O)COC(=O)C2CCN(S(=O)(=O)c3ccc(C)c(C)c3)CC2)CC1,-0.3,-1,6,1,-0.1,-2.6,7,2,100,0
COc1ccc(-c2csc(NC(=O)Cc3ccccc3F)n2)c(OC)c1,-0.3,0,-3,-5,0.2,-0.1,-4,-3,94,-9
COc1ccc(/C=C2\SC(=S)N(CCC(=O)NC3CCCC3)C2=O)cc1OC,-0.6,1,6,-2,0.5,-1.6,1,19,99,1
COc1cc(NC(=O)c2ccccc2)c(OC)cc1NC(=O)Cc1ccc(F)cc1,-0.6,1,14,7,0.1,-0.4,6,-3,100,3
Cc1cccc(C)c1NC(=O)N1C(C(=O)O)CSC1C(=O)O (stereo unspecified),6.6,-3,0,6,-0.1,-1.3,0,0,93,4
Cc1ccc2c(c1)NC(=O)[C@@]1(C)[C@@H](c3ccccc3)[C@H]3COc4ccccc4[C@@H]3N1C2=O,1.5,-2,13,-11,0.1,0.5,-6,36*,104,-4
O=C(N/N=C(\c1ccccc1)c1cccnc1)c1ccc(O)cc1,-0.4,0,-2,4,-0.2,0.3,4,2,105,7
CCN1CCN(c2ccc(S(=O)(=O)N(CC)CC)cc2[N+](=O)[O-])CC1,5.0,-1,-3,0,0.0,-1.0,3,3,96,-2
CC(C)(C)N(Cc1ccccc1)C(=O)c1cc2ccccc2o1,1.5,12,5,-3,0.1,0.5,-4,-2,96,-3
COc1ccc(Cl)cc1NC(=O)N1CCC(C)CC1,1.0,-3,25,-2,0.2,-1.8,1,3,101,-2
CC1CC(C)CN(C(=O)c2ccc(-c3ccc([N+](=O)[O-])cc3)o2)C1 (stereo unspecified),1.3,74*,17,-10,0.3,-1.6,28*,6,103,6
Cn1ccnc1C1CCCCN1Cc1nc(-c2ccc3c(c2)OCO3)no1 (stereo unspecified),-0.8,-3,7,4,0.3,-1.5,0,1,96,9
COc1ccccc1-c1nnc(NC(=O)OCC(C)C)s1,3.6,-3,5,-4,0.2,4.4,-4,1,94,-1
CCSc1nc2cc(C(=O)OC)ccc2c(=O)n1CC,-0.7,0,-1,-5,0.0,-0.2,-2,3,96,-3
Cc1ccc(NC(=O)Cn2nnc(C(=O)Nc3ccc(F)c(Cl)c3)c2N)cc1,0.0,-2,-4,2,-0.3,0.6,6,-1,98,6
CN(C)c1ccc(C=NCC2(O)CCOC(C)(C)C2)cc1 (stereo unspecified),-0.7,11,3,-8,0.0,-0.2,0,1,107,-1
CCOC(=O)CN1C(=N)N(c2nc(NC(C)C)nc(OC)n2)CC1=O,-0.4,4,17,-1,0.0,2.4,10,2,104,4
Cc1ccc(-c2nc3cc(C)c(Br)c(C)n3c2Cc2ccsc2)cc1,-1.2,9,.,.,0.0,.,-16,.,99,2
COc1ccc(-c2nc3ccccc3s2)cc1NC(C)=O,0.3,7,3,-6,0.2,2.4,11,-4,90,0
COc1ccccc1-c1ccc(/C=C2/C=C(C)OC2=O)o1,-0.6,10,23,5,-0.2,2.0,23*,2,108,1
Cc1ccccc1NC(=O)C(C)SCc1ccccc1 (stereo unspecified),-0.5,0,8,4,0.1,-0.4,-10,0,95,0
CN(CC(=O)Nc1ccc(F)c(F)c1F)C(=O)c1ccc2c(c1)S(=O)(=O)N=C1CCCCCN12,-0.5,-4,20,0,0.0,0.5,3,1,101,-5
O=C(CCC1CCCN(Cc2ccc(O)c(Cl)c2)C1)NCc1ccccc1F (stereo unspecified),-1.4,1,15,7,-0.3,-2.6,3,0,92,0
CCc1ccc(N2C(=O)c3sc4nnc(-c5ccccc5)c(=O)n4c3C2=O)cc1,1.9,0,4,34,-0.3,0.7,-7,2,97,5
CCCCNC(=O)C[C@@H]1C[C@@]2(C(=O)OCC)CCCC=C2N(Cc2ccc3c(c2)OCO3)C1=O,-0.3,-2,.,.,-0.1,.,-3,.,97,4
COc1ccccc1-c1nnc(SCC(=O)NNC(=O)c2ccccc2F)n1C,-0.3,4,3,7,-0.3,0.4,1,0,102,4
O=[N+]([O-])c1cc(S(=O)(=O)c2ccc(N3CCCCC3)c([N+](=O)[O-])c2)ccc1N1CCCCC1,1.4,2,-4,-7,0.5,1.5,-1,-8,98,3
O=C(NCC1CCCN(C2Cc3ccccc3C2)C1)c1cccs1 (stereo unspecified),-0.1,0,1,2,-0.4,-2.5,5,0,102,19*
CC(C)(C)C(=O)C1=C(O)C(=O)N(c2ccccc2)C1c1ccccc1 (stereo unspecified),-0.1,-8,12,-3,-0.2,-0.6,-5,2,106,-1
Cc1oc(-c2ccccc2F)nc1CSCC(=O)NC1CCCC1,-0.3,20,-4,1,-0.3,0.6,-1,-3,94,-5
CCC(NC(=O)c1cc(COc2ccc(F)cc2Cl)on1)c1ccncc1 (stereo unspecified),0.1,2,-4,-12,1.6,3.5,4,-3,89,-1
O=C(NC1CCCC1)c1ccc(CN2CCOCC2)cc1,-2.1,3,4,3,0.9,-0.8,7,2,98,-7
CN(CC(=O)Nc1ccc(F)cc1)C(=O)COC(=O)/C=C/c1cccs1,-0.1,-1,-1,-6,0.1,-4.7,0,-1,98,-2
CCC(NC(=S)NCc1ccc(F)cc1)c1ccc(C)cc1 (stereo unspecified),-0.1,-3,4,-5,0.4,-1.6,-8,-4,92,-3
COc1cc(/C=C/C(=O)NNc2c(F)c(F)cc(F)c2F)ccc1OC(F)F,-1.5,1,5,-7,0.0,-1.4,0,0,103,-3
Cc1ccc(N2CCCCn3c2nc2c3c(=O)[nH]c(=O)n2C)cc1,1.0,2,10,7,0.0,0.2,-2,2,98,0
O=C(O)C(Cc1ccccc1-c1ccccc1)C(=O)O,2.1,18,1,-2,0.1,-1.7,-5,1,95,-4
Oc1ccc(/C=N/Nc2ccnc3cc(Cl)ccc23)cc1O,-0.4,11,-4,23,0.0,1.8,3,-5,93,3
O=C(NCCCn1ccnc1)c1ccncc1,0.5,-2,10,8,0.1,-2.0,4,-1,96,-1
CC(C)(C)c1ccc(/C=N/NC(=O)c2ccccn2)cc1,-1.0,-2,0,-19,0.1,-2.1,-5,-15,97,-3
CC1C=CCC2C(=O)N(c3ccc(OC(=O)c4ccco4)cc3)C(=O)C12 (stereo unspecified),-0.6,-4,-8,-2,-0.1,-1.6,3,-1,95,1
NC(=O)c1c(NC(=O)c2ccc(F)cc2Cl)sc2c1CCC2,-0.1,-4,10,3,-0.1,-0.9,0,-5,99,0
O=C1Nc2ccccc2N=C(c2ccc3c(c2)OCO3)C1N(C(=O)c1ccc2ccccc2c1)C1CC1 (stereo unspecified),8.1,3,.,-4,-0.2,.,4,1,98,-4
Cc1nonc1C(=O)N1CCCC(N2CCN(c3ccc(F)cc3)CC2)C1 (stereo unspecified),0.4,4,3,8,0.2,-4.0,8,2,104,-1
C#CCOCCOCCOCCNc1nc(N2CCN(C(=O)[C@H](CCC(=O)O)n3cc(C(N)CO)nn3)CC2)nc(N2CCN(C(=O)[C@H](Cc3cc4ccccc4[nH]3)n3cc(C(N)[C@H](C)CC)nn3)CC2)n1 (stereo partly specified),-2.9,-10,2,3,0.0,-0.7,2,1,95,-1
CN(C)C(CNC(=O)c1cccc(C#N)c1)c1ccco1 (stereo unspecified),0.9,1,1,2,0.0,-0.8,2,2,106,6
CC(=O)c1cc2c(cc1NC(=O)CSc1nnc(C)s1)OCO2,-1.5,-1,1,20,0.0,0.7,-2,3,101,5
Cc1sc(NC(=O)CCCCC(=O)Nc2sc(C)c(C)c2C(=O)O)c(C(=O)O)c1C,0.4,0,3,5,-0.1,-1.2,0,2,101,-3
COc1ccc(C(c2nnnn2Cc2ccc(F)cc2)N2CCN(c3ccc(OC)cc3)CC2)cc1 (stereo unspecified),-1.7,-1,5,-7,-0.2,1.0,-2,2,104,0
Cc1ccnc(NC(=O)CCC(=O)N(CC(=O)NCCc2ccccc2)c2ccc(F)cc2)c1,-0.6,14,-4,4,0.2,0.1,3,2,98,-4

# Results in hiPSC survival and ABHD5 PLIN5 PPI, for some of the entries so far:
canonical_smiles,hiPSC survival,ABHD5 PLIN5 PPI
Cc1nonc1C(=O)N1CCCC(N2CCN(c3ccc(F)cc3)CC2)C1 (stereo unspecified),0.4,8
Cc1sc(NC(=O)CCCCC(=O)Nc2sc(C)c(C)c2C(=O)O)c(C(=O)O)c1C,0.4,0
O=C(NCCCn1ccnc1)c1ccncc1,0.5,4

# Source: PubChem BioAssay
